Hck Nef HTS: inhibitors of human Hck kinase activated by Nef; P08631; inhibition, % at 20 µM; Recombinant Hck-YEEI plus Nef, Z-Lyte FRET kinase assay; actives 0.68% (n = 220,000);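 active = Hck-Nef kinase inhibition above about 50%, limit read from the data; inactive = inhibition below that limit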;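 note: 0% = DMSO with Hck plus Nef and 100% = Hck alone without Nef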
L929 necroptosis: L929 zVAD cell death inhibition | AID 1377 | L929 zVAD necroptosis rescue, ATP luminescence, 24 h; with zVAD 60 µM | viability rescue, % at 10 µM | actives 0.38% (n = 220,000);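 active = activation, scaled between plate controls, above about 75%, limit read from the data; inactive = activation under that limit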;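 note: 0% = zVAD with DMSO and 100% = DMSO alone without zVAD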
Runt-CBFb FRET: blocks binding of human RUNX1 Runt domain to CBFb | Cerulean-Runt/Venus-CBFb FRET ratio 530/480, 1 h | Q01196+Q13951 | actives 0.46% (n = 220,000) | AID 1496 | inhibition, % at 20 µM;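 active = inhibition over about 50% at 20 µM in the single-dose screen, limit read from the data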;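 note: 0% = DMSO wells and 100% = excess unlabeled CBFb competitor control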
Target sequence (Q01196 whole entry, looked up, the tested form may be a part): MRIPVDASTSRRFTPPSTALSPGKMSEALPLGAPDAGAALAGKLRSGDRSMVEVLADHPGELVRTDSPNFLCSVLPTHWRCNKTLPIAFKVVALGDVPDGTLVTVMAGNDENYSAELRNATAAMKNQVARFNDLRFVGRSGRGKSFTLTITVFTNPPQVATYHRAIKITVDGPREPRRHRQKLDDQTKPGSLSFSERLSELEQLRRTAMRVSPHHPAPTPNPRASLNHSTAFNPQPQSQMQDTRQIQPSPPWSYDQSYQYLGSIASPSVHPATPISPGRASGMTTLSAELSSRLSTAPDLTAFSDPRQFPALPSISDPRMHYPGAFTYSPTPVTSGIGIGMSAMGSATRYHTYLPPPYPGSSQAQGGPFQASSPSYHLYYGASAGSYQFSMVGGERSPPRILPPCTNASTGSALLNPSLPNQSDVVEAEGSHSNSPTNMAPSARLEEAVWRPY
Target sequence (Q13951 whole entry, looked up, the tested form may be a part): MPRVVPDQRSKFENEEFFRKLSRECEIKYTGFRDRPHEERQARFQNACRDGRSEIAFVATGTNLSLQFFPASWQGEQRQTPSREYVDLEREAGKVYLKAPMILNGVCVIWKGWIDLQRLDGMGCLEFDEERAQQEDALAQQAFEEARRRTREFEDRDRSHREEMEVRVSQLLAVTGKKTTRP
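Assay system: Cerulean-Runt domain / Medium: Tris 50 mM pH 7.5, KCl, K2SO4, 0.01% BSA / Timing: protein complex preformed 1 h, compound exposure 1 h, room temperature, dark / Measured by: FRET, excitation 422 nm, emission at 530 and 480 nm / Evaluation: loss of energy transfer signal / Control set: 5 µM unlabeled CBFb as full-inhibition high control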
Tb hexokinase: blocks Trypanosoma brucei hexokinase 1 activity | inhibition, % at 10 µM | recombinant TbHK1, G6PDH-coupled NADH A340 | actives 0.11% (n = 220,000);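 active = inhibition of 50% or more in the single-dose primary screen; inactive = inhibition below 50%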
Mdm2 ligase inh: blocks human Mdm2 ubiquitin ligase activity | cell-based MDM2 ubiquitination luciferase reporter, 2 h; 0 = plate control, 100 = twice control, blank-subtracted | Q00987 | AID 1230 | signal enhancement, % at 5 µM | actives 0.11% (n = 210,000);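 active = signal enhancement of 30% or more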;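 note: luminescence tracks abundance of the self-degrading MDM2-luciferase fusion protein; higher signal means inhibition of MDM2 E3 ligase activity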
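test system = mammalian cells stably expressing self-ubiquitinating, self-degrading MDM2 E3–luciferase fusion | quantity = 2000 cells/well | incubation = cell settling 4 h, compound treatment 2 h, both 37 °C | signal = luminescence with SteadyLite reagent, 15 min at room temperature | evaluation = % enhancement relative to plate controls after blank subtraction | benchmarks = plate controls and plate blanks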
p47phox inh: inhibitors of human p47phox binding. p47phox/p22phox peptide binding, fluorescence polarization, 2 h. actives 0.53% (n = 220,000). inhibition, % at 24.7 µM. AID 1274. P14598;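 active = inhibition above about 30%, limit read from the data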;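 note: 0% = p47phox with labelled peptide and 100% = labelled peptide alone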
Runt-SMMHC FRET: blocks binding of human RUNX1 Runt domain to CBFb-SMMHC. Q01196+Q13951. Cerulean-Runt/Venus-CBFb-SMMHC FRET ratio 530/480, 1 h. inhibition, % at 20 µM. actives 0.74% (n = 220,000);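 active = mean inhibition across duplicate retests at 20 µM reaching about 50%, limit read from the data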;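 note: 0% = DMSO wells and 100% = wells with excess untagged CBFb-SMMHC; inhibitors lower the FRET ratio by blocking Runt binding to CBFb-SMMHC; some results filed as inactive read as strong as hits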
EBV gp42 block: inhibitors of Epstein-Barr virus glycoprotein 42 | Fluorescence polarization binding assay, mP read-out | inhibition, % (tested at 21.74 µM) | actives 0.42% (n = 220,000) | Q1HVG2; in the data active = inhibition above about 50%
14-3-3 Bad PPI: disrupts binding of bovine 14-3-3 zeta to phospho-Bad peptide. P63103. TR-FRET 14-3-3zeta/Dy647-pBad peptide displacement, 1 h. inhibition, % at 21.7 µM. actives 0.71% (n = 220,000). AID 781;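 active = inhibition above about 70%, limit read from the data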;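 note: 0% = full 14-3-3 plus peptide FRET controls and 100% = background without 14-3-3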
Target sequence (P63103 whole entry, looked up): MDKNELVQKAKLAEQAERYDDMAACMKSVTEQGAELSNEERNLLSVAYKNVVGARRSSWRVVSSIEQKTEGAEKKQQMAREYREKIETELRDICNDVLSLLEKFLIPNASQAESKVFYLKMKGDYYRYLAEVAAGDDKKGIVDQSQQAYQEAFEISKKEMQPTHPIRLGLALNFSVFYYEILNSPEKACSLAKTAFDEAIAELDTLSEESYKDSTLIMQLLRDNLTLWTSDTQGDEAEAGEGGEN
An asterisk follows results filed as active; nt = no result given; [ ] = remark or other dose.

(1) CCn1c(SCC(=O)NCCc2ccc(F)cc2)nnc1-c1cccs1
(2) O=C(NCc1ccco1)c1cnn2c(C(F)(F)F)cc(-c3ccco3)nc12
(3) CSCC(=O)N1CCCC(CO)(Cc2ccccc2C)C1 (stereo not given)
(4) CC1CCCCC12NC(=O)N(CC(=O)Nc1ccc(N3CCOCC3)cc1)C2=O (stereo not given)
(5) Cc1ccc(NC(=O)CC(N)=S)cc1
(6) CC(C)(C)c1ccc(Cn2cnc(-c3ccc([N+](=O)[O-])cc3)c2)cc1
Compound,1,2,3,4,5,6
Hck Nef HTS,-1,-1,19,-1,-5,2
L929 necroptosis,-0.3,0.1,-0.1,0.4,1.6,3.8
Runt-CBFb FRET,-3,17,0,4,9,-4
Tb hexokinase,3,-26,-5,-7,-7,-6
Mdm2 ligase inh,-22,-16,12,-17,-9,6
p47phox inh,3,4,2,-3,-7,-12
Runt-SMMHC FRET,-1,19,4,0,-2,-7
EBV gp42 block,-16,-6,-4,-9,-18,-5
14-3-3 Bad PPI,-26,7,-9,8[fluorescence artefact?],-1,-5

(7) COc1cc(C(CCN2CCCC2)c2c(OC)cc(OC)c3c(C)cc(=O)oc23)cc(OC)c1OC (stereo not given)
(8) CC1CCCCC1NC(=O)COC(=O)c1ccc(S(=O)(=O)N2CCOCC2)cc1 (stereo not given)
(9) CCn1c(C)nc([N+](=O)[O-])c1C(=O)O
(10) COc1ccc(N2CCN(Cc3nc(N)nc(N4CCCc5ccccc54)n3)CC2)cc1
(11) O=C(NC1CCCCC1)c1ccc(CNc2c(N3CCOCC3)c(=O)c2=O)cc1
(12) COc1ccc(Cc2nc(C(=O)Nc3ccc(Cl)cc3)cs2)cc1
Compound,7,8,9,10,11,12
Hck Nef HTS,27,0,-2,0,1,1
L929 necroptosis,-1.2,0.0,0.9,-0.5,-1.2,-0.5
Runt-CBFb FRET,0,2,-2,-3,0,-3
Tb hexokinase,-10,-1,-4,2,-4,11
Mdm2 ligase inh,7,9,-11,-2,-6,-9
p47phox inh,-8,-10,-9,4,-8,-1
Runt-SMMHC FRET,1,-44,1,4,2,-3
EBV gp42 block,-19,-19,0,-4,-1,6
14-3-3 Bad PPI,3,-4,20,-13,-3[fluorescence artefact?],-9

(13) CCC(=O)NC(=S)Nc1cccc(NC(=O)c2ccccc2C)c1
(14) Cc1ccc(N=Nc2ccc(O)c3ncccc23)cc1C
(15) Cc1ccc(S(=O)(=O)N(CC(=O)Nc2ccccc2C(=O)O)c2ccc(Cl)cc2)cc1
(16) C=CCn1c(SCC(=O)Nc2cc(C)nn2-c2ccccc2)nnc1C1CCCCC1
(17) Cc1ccc(OC(=O)c2ccccc2P(=O)(O)O)cc1
(18) CCn1c(SCC(=O)Nc2oc(-c3ccccc3)c(-c3ccccc3)c2C#N)nnc1-c1ccco1
Compound,13,14,15,16,17,18
Hck Nef HTS,-3,24,14,-1,10,2
L929 necroptosis,60,32,2.1,0.9,0.8,0.4
Runt-CBFb FRET,0,-2,-6,-2,1,-5
Tb hexokinase,2,-5,-2,2,-6,-14
Mdm2 ligase inh,0,-3,-10,-18,-14,-11
p47phox inh,7,-10,12,-7,-6,-16
Runt-SMMHC FRET,-2,-4,-7,2,4,-14
EBV gp42 block,1,-5,7,-3,-14,1
14-3-3 Bad PPI,0,-14,7,12,6,-12

(19) CC(c1ccccc1)C1CC(=O)N(Cc2ccccc2)C1=O (stereo not given)
(20) O=[N+]([O-])c1cnccc1Nc1ccc(Cl)cc1
(21) Cc1ccc(NC(=S)Nc2ccc3[nH]c(=O)[nH]c3c2)cc1
(22) NNC(=O)/C=C/c1ccc(Cl)cc1Cl
(23) O=C(Cn1cnc2ccccc2c1=O)Nc1cccc(-c2nnc3n2CCCCC3)c1
(24) COc1ccc(C(=O)CCC(=O)Nc2cccnc2)cc1
Compound,19,20,21,22,23,24
Hck Nef HTS,20,15,-4,3,-2,-5
L929 necroptosis,-0.2,-0.1,1.3,1.4,0.9,4.0
Runt-CBFb FRET,-1,-1,16,-2,-1,1
Tb hexokinase,-11,1,-1,3,-1,1
Mdm2 ligase inh,-5,-10,-19,-3,-21,-5
p47phox inh,-5,-5,-7,-5,-13,0
Runt-SMMHC FRET,-3,0,-4,-4,0,3
EBV gp42 block,-4,2,4,0,-6,7
14-3-3 Bad PPI,-3,-2,-10,-29,-5,-6

(25) Cn1c(SCC(=O)NCCc2ccccc2)nc2c([nH]c3ccccc32)c1=O
(26) CC(=O)N(c1cccc(Br)c1)c1nc(C)cc(C)c1C#N
(27) CN(c1ccccc1)S(=O)(=O)c1cccc(NC(=O)Nc2ccc(Cl)cc2C#N)c1
(28) CN1CCN(c2ccc([N+](=O)[O-])cc2C(=O)c2ccc(Cl)cc2)CC1
(29) COc1cc(NS(=O)(=O)c2ccc3c(c2)n(C)c(=O)n3C)cc(OC)c1
(30) CN(C)S(=O)(=O)c1cc(NC(=O)CSc2nn(-c3ccc(Cl)cc3)c(=S)s2)ccc1Cl
Compound,25,26,27,28,29,30
Hck Nef HTS,-8,16,5,-1,-1,0
L929 necroptosis,0.1,0.2,nt,0.1,-0.4,0.5
Runt-CBFb FRET,0,0,-3,1,17,-2
Tb hexokinase,41,-7,2,-14,2,21
Mdm2 ligase inh,-9,-9,10,8,-8,-8
p47phox inh,-13,-10,-8,-16,0,-65
Runt-SMMHC FRET,3,-1,5,3,-1,6
EBV gp42 block,-6,-10,-8,-2,-20,-6
14-3-3 Bad PPI,0,-10,-2,7,9,-10

(31) NC(=O)CSc1nnc(-c2ccncc2)n1-c1ccc(Cl)cc1
(32) CC(C)c1ccc(NC(=O)Nc2cc3sccc3n2C)cc1
(33) O=C(NCc1ccccc1)c1ccc(S(=O)(=O)C(F)F)cc1
(34) CCOC(=O)Cn1c(-c2cccnc2Cl)nc2ccccc21
(35) O=[N+]([O-])c1cccc(/C=N/N2CCN(Cc3ccc(Cl)cc3)CC2)c1
(36) COc1ccc(CCNC(=O)CN2C(=O)c3ccccc3S2(=O)=O)cc1OC
Compound,31,32,33,34,35,36
Hck Nef HTS,1,-2,3,0,21,-1
L929 necroptosis,0.1,3.1,-0.4,-0.4,0.1,0.5
Runt-CBFb FRET,-4,7,3,0,4,0
Tb hexokinase,-9,-2,-9,-2,-8,9
Mdm2 ligase inh,-9,-18,0,16,-2,-15
p47phox inh,-5,-15,-5,9,-4,-2
Runt-SMMHC FRET,2,-3,-8,-8,0,-3
EBV gp42 block,-1,1,-8,-7,-4,0
14-3-3 Bad PPI,-7,-10[fluorescence artefact?],-2,-21,-6,-2

(37) S=c1[nH]nc(-c2ccccc2Cl)n1/N=C/C=C/c1ccco1
(38) CCCCn1c(-c2cccs2)nc2nc3ccccc3nc21
(39) CCOC(=O)c1sc(NC(=O)c2ccccc2C(=O)O)c(C(=O)OCC)c1C
(40) Cc1c(/C=N/NC(N)=O)c2ccccn2c1C(=O)c1ccncc1
(41) CC(C)(C)C1CCC(=NNC(=O)c2ccccc2-n2cccc2)CC1 (stereo not given)
(42) COC(=O)C1=C(C(=O)OC)[C@@H]2Nc3ccccc3[C@@]23C[C@@H](C(=O)OC)N(C(C)=O)C3=N1
Compound,37,38,39,40,41,42
Hck Nef HTS,-19,20,9,19,0,28
L929 necroptosis,-0.2,-0.1,0.3,4.4,1.6,0.4
Runt-CBFb FRET,20,19,-3,-4,0,1
Tb hexokinase,-74,-6,-24,-67,2,-25
Mdm2 ligase inh,-14,-8,0,0,-8,2
p47phox inh,-7,-31,-4,-13,-12,1
Runt-SMMHC FRET,4,158*,-1,0,2,1
EBV gp42 block,0,-7,-15,-9,0,-9
14-3-3 Bad PPI,-4,-4,3,11,-14[fluorescence artefact?],-8

Twelve entries from above, with values under each structure:
Every second line gives: Hck Nef HTS, L929 necroptosis, Runt-CBFb FRET, Tb hexokinase, Mdm2 ligase inh, p47phox inh, Runt-SMMHC FRET, EBV gp42 block, 14-3-3 Bad PPI
31) NC(=O)CSc1nnc(-c2ccncc2)n1-c1ccc(Cl)cc1
    1, 0.1, -4, -9, -9, -5, 2, -1, -7
32) CC(C)c1ccc(NC(=O)Nc2cc3sccc3n2C)cc1
    -2, 3.1, 7, -2, -18, -15, -3, 1, -10[fluorescence artefact?]
33) O=C(NCc1ccccc1)c1ccc(S(=O)(=O)C(F)F)cc1
    3, -0.4, 3, -9, 0, -5, -8, -8, -2
34) CCOC(=O)Cn1c(-c2cccnc2Cl)nc2ccccc21
    0, -0.4, 0, -2, 16, 9, -8, -7, -21
35) O=[N+]([O-])c1cccc(/C=N/N2CCN(Cc3ccc(Cl)cc3)CC2)c1
    21, 0.1, 4, -8, -2, -4, 0, -4, -6
36) COc1ccc(CCNC(=O)CN2C(=O)c3ccccc3S2(=O)=O)cc1OC
    -1, 0.5, 0, 9, -15, -2, -3, 0, -2
37) S=c1[nH]nc(-c2ccccc2Cl)n1/N=C/C=C/c1ccco1
    -19, -0.2, 20, -74, -14, -7, 4, 0, -4
38) CCCCn1c(-c2cccs2)nc2nc3ccccc3nc21
    20, -0.1, 19, -6, -8, -31, 158*, -7, -4
39) CCOC(=O)c1sc(NC(=O)c2ccccc2C(=O)O)c(C(=O)OCC)c1C
    9, 0.3, -3, -24, 0, -4, -1, -15, 3
40) Cc1c(/C=N/NC(N)=O)c2ccccn2c1C(=O)c1ccncc1
    19, 4.4, -4, -67, 0, -13, 0, -9, 11
41) CC(C)(C)C1CCC(=NNC(=O)c2ccccc2-n2cccc2)CC1 (stereo not given)
    0, 1.6, 0, 2, -8, -12, 2, 0, -14[fluorescence artefact?]
42) COC(=O)C1=C(C(=O)OC)[C@@H]2Nc3ccccc3[C@@]23C[C@@H](C(=O)OC)N(C(C)=O)C3=N1
    28, 0.4, 1, -25, 2, 1, 1, -9, -8

The listing continues.
(43) COc1ccc([N+](=O)[O-])cc1/C=N/NC(=O)CNC(=O)C(c1ccccc1)c1ccccc1
(44) Nc1nc(-c2ccc(Br)cc2)cs1
(45) O=C(N/N=C/c1ccco1)c1ccccc1OCc1ccccc1Cl
(46) O=C(N/N=C/c1ccc(Cl)c([N+](=O)[O-])c1)c1cc(-c2ccc3c4c(cccc24)CC3)n[nH]1
(47) CC1CN(c2nc3c(c(=O)n(Cc4ccc(Cl)c(Cl)c4)c(=O)n3C)n2C)CC(C)O1 (stereo not given)
(48) CC(=O)c1cc2c(cc1NC(=O)C1CC=CCC1C(=O)O)OCO2 (stereo not given)
Compound,43,44,45,46,47,48
Hck Nef HTS,2,1,0,62*,-3,2
L929 necroptosis,0.3,-0.1,3.4,3.2,0.2,-0.3
Runt-CBFb FRET,0,6,1,-3,-2,1
Tb hexokinase,-4,3,24,-29,-3,-6
Mdm2 ligase inh,0,-15,-4,nt,-8,-13
p47phox inh,-4,-14,-6,4,1,-4
Runt-SMMHC FRET,3,2,-2,-3,-5,-2
EBV gp42 block,-3,-14,0,11,-30,-1
14-3-3 Bad PPI,5,65[fluorescence artefact?],-11[fluorescence artefact?],23,4,-8

Bioassay records as filed in PubChem.
